Screens: PubChem BioAssay, Sanford-Burnham Center for Chemical Genomics
Jurkat NFkB inh = inhibitors of the PMA/ionomycin-induced NF-kB reporter in Jurkat cells | 330,000 compounds, 0.53% hits | PMA/ionomycin-induced NF-kB luciferase reporter, luminescence | inhibition, % at 4 µM; in the data active = inhibition above about 50%
CHOP UPR activ = activators of apoptotic arm of unfolded protein response (CHOP). CHO-CHOP luciferase reporter, UPR activation, luminescence; percent of tunicamycin response over DMSO baseline. activation, % at 10 µM. 330,000 compounds, 0.34% hits. AID 449763;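 active = at 10 µM dose, activation of 40% or more, normalized to positive control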;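 also: 100% = tunicamycin at 10 µg/mL and 0% = DMSO alone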
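System: CHO-CHOP luciferase reporter cell line; amount: 500 cells/well; buffer or medium: F12 medium containing 10% fetal bovine serum; incubation: 6 h compound exposure at 37 °C after overnight seeding; measured by: luciferase luminescence after 10 min with Steady-Glo reagent; evaluation: % reporter activation, DMSO baseline versus tunicamycin full activation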
Mdm2 MdmX PPI = inhibitors of human Mdm2/MdmX interaction | O15151+Q00987 | SaOS-2 split-luciferase Mdm2/MdmX complementation, luminescence | inhibition, % at 8 µM | 330,000 compounds, 3% hits;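 active = inhibition of at least 50% at 8 µM in the primary screen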
Target sequence (O15151 whole entry, looked up): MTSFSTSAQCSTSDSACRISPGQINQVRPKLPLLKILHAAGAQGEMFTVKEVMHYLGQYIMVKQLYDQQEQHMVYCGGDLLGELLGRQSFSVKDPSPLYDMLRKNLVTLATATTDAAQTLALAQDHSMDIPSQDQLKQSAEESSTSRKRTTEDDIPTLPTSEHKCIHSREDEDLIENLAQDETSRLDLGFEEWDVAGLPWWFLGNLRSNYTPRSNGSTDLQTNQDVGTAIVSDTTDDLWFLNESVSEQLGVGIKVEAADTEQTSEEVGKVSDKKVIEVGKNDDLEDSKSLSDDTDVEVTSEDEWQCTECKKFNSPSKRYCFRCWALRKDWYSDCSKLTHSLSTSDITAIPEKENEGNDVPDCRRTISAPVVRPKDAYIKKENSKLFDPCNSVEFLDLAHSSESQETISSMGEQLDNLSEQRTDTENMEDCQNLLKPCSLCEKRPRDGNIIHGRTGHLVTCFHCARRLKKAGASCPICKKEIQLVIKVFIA
Target sequence (Q00987 whole entry, looked up): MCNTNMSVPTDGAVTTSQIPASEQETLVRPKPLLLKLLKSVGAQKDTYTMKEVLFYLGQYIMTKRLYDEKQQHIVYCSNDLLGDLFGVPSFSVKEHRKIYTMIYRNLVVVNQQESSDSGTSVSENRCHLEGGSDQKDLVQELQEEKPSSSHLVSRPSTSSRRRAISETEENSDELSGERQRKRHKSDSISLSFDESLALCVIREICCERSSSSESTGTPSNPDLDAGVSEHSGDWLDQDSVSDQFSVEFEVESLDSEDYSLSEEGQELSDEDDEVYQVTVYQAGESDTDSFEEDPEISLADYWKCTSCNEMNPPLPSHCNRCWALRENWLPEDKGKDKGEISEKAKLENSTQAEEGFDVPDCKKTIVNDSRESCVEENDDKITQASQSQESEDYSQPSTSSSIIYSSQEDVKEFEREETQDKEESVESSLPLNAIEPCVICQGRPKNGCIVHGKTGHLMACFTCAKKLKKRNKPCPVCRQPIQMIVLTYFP
697 NFkB inh = lowers PMA/ionomycin-induced NF-kB signal in 697 B cells; 697 B-cell NF-kB luciferase reporter, 16 h; inhibition, % at 4 µM; 330,000 compounds, 0.33% hits; AID 435022; in the data active = inhibition above about 35%
tim23-1 inh = inhibits growth of tim23-1 mutant yeast. inhibition, % at 20 µM. S. cerevisiae tim23-1 growth, BacTiter-Glo luminescence, 24 h. 330,000 compounds, 1.3% hits. AID 463212;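 active = growth inhibition of the mutant yeast at or above 50%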;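 also: temperature-sensitive mutant grown at 25 °C; plate controls were DMSO-treated mutant yeast for no effect and medium wells lacking yeast for full effect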
UPR XBP1 act = adaptive UPR (XBP1) activation. CHO-XBP1 luciferase reporter, IRE1-XBP1 UPR activation, luminescence; percent of tunicamycin response, DMSO as zero. activation, % at 20 µM. 330,000 compounds, 0.33% hits;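 active = versus positive control, 20 µM dose yields 30% or more activation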;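 also: 100% = tunicamycin at 10 µg/mL and 0% = DMSO only wells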
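Material: IRE1-XBP1 luciferase reporter CHO line / Quantity: one thousand reporter cells per well / Buffer or medium: F12 with 10% serum / Compound: 20 µM single concentration, DMSO 1% / Times: 6 h treatment, 37 °C / Detection: Steady-Glo luciferase glow luminescence, 10 min after reagent addition / Benchmarks: tunicamycin high, DMSO low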
TIM10 inh = growth inhibitors of TIM10 yeast strain; S. cerevisiae TIM10 strain growth, BacTiter-Glo luminescence, 24 h; inhibition, % at 10 µM; 330,000 compounds, 1.4% hits;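 active = inhibition of 40% or more at the single tested concentration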;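 also: wild-type TIM10 isogenic control strain grown at permissive 25 °C; 0% = DMSO yeast wells and 100% = minimal medium wells without yeast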
tim10-1 inh = tim10-1 yeast growth inhibition. S. cerevisiae tim10-1 ts strain growth, BacTiter-Glo, 24 h. 330,000 compounds, 2.2% hits. inhibition, % at 20 µM;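 active = inhibition of at least 40%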;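 also: mutant grown at 25 °C; 0% = DMSO wells with yeast and 100% = wells holding no yeast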
* = called active by the depositor; . = no result given. The order is random. Share with any hit: about 6.6%.

SMILES | Jurkat NFkB inh | CHOP UPR activ | Mdm2 MdmX PPI | 697 NFkB inh | tim23-1 inh | UPR XBP1 act | TIM10 inh | tim10-1 inh
CCCCC(=O)N(CCOC)c1nnc(-c2ccc(OC)cc2)s1 | -18 | 0.7 | -7 | -25 | 14 | 3 | 9 | 28
CC(Sc1nnc(Cc2ccccc2)n1C)C(=O)NC1CC1 (centres undefined) | 1 | 0.3 | 3 | 13 | 0 | 0 | -5 | 0
O=C(CN1C(=O)NC2(CCCc3ccccc32)C1=O)NCc1ccc(Cl)cc1Cl (centres undefined) | 16 | -0.2 | 21 | 21 | 17 | -7 | 9 | 4
O=C(C(=O)N1CCc2ccccc2C1)c1cn(CC(=O)N2CCOCC2)c2ccccc12 | -8 | -1.7 | 10 | 7 | 6 | -3 | 4 | -10
O=C(CS(=O)(=O)Cc1ccccc1)N1CCc2ccccc21 | -32 | 2.9 | -5 | -28 | 10 | 2 | -10 | 18
Cc1onc(-c2ccccc2)c1C(=O)N1CCCN(C(=O)c2c(-c3ccccc3)noc2C)CC1 | -7 | -2.6 | -3 | 7 | 14 | 0 | 18 | 11
CCN(CC)C(=O)c1ncn(Cc2ccccc2)c1C(=O)N(CC)CC | 5 | -0.8 | 25 | 1 | -9 | 4 | -15 | -5
COCC(=O)N(Cc1cc2cc(C)ccc2[nH]c1=O)c1ccc(C)c(C)c1 | -15 | 1.2 | 13 | -1 | 1 | 1 | -3 | -6
CCc1ccccc1OCC(=O)NCC1COc2ccccc2O1 (centres undefined) | 4 | -0.9 | 16 | -2 | 19 | -2 | 20 | -6
CC(=O)c1cccc(CN2CCC(C(=O)Nc3ccc(-c4cccc(C)c4)cc3)CC2)c1 | 26 | 1.1 | 52* | -28 | 15 | -1 | 12 | 29
CCO/N=C(/C)c1c(O)cc(C(C)(C)C)n(-c2ccccc2)c1=O | 0 | 2.1 | -6 | 3 | 23 | -1 | 21 | 20
COc1ccc(-c2c(C(F)(F)F)oc3c(CN4CCN(C)CC4)c(O)ccc3c2=O)cc1 | 7 | -2.0 | 19 | 17 | 13 | -8 | 12 | 19
O=C(NC1CCS(=O)(=O)C1)c1ccc(S(=O)(=O)NCC2CCCO2)cc1 (centres undefined) | 11 | -1.2 | 4 | 12 | 1 | -6 | -3 | -9
O=C1CCCN1CCNC(=S)Nc1ccccc1 | -13 | -0.7 | -24 | -5 | 18 | -1 | 11 | 9
CN1C2C=C(N(CCc3ccccc3)C(=O)c3ccc(Cl)cc3)CC1CC2 (centres undefined) | 1 | 1.0 | 26 | 9 | 7 | 5 | 9 | 4
CC(=O)Nc1ccc(S(=O)(=O)n2nc(C)cc2C)cc1 | -9 | -0.2 | 1 | 9 | 9 | -3 | 10 | 9
Cc1ccc([C@@H]2[C@@H]3C(=O)N(C)C(=O)[C@@H]3[C@]3(C)C(=O)N(Cc4ccc(-c5ccccc5)cc4)CC(=O)N23)o1 | 18 | -1.7 | -10 | 8 | 4 | -2 | 8 | 7
Cc1cccc(N(O)C(=O)Nc2cccc(Cl)c2)c1 | -26 | 5.3 | -2 | -25 | 42 | 0 | 34 | 18
CCn1c(SCC(=O)N/N=C/c2c[nH]c3ccccc23)nnc1-c1ccc(C(C)(C)C)cc1 | 8 | -1.9 | 5 | -18 | 30 | -3 | 13 | 13
COc1ccc(CCNC(=O)C(=O)c2cn(CC(=O)N3CCOCC3)c3ccccc23)cc1 | -3 | 3.4 | -11 | -15 | 9 | -2 | 8 | 1
COc1ccccc1OC(=O)Cc1cccc2ccccc12 | -16 | -0.3 | -17 | -31 | 18 | -2 | 14 | -2
CCCn1nc(C(=O)Nc2ccc(-n3cnnn3)cc2)c2ccccc2c1=O | 4 | 0.4 | 29 | 5 | -11 | 4 | -6 | -8
Cc1ccc2c(c1)sc[n+]2Cc1ccccc1 | -141 | 3.6 | -97 | -116 | 32 | 3 | 17 | 38
CCNC(=O)CN1C(=O)NC2(CCOc3ccccc32)C1=O (centres undefined) | 10 | -0.6 | 5 | 17 | -5 | 2 | 10 | 10
COc1cc(OC)c(N(C)S(=O)(=O)c2cccc(C(=O)OCc3c(C)noc3C)c2)cc1Cl | 2 | 2.3 | -16 | -8 | 4 | 1 | 19 | 22

The final 5 entries of the part before come first, to join the parts:
SMILES | Jurkat NFkB inh | CHOP UPR activ | Mdm2 MdmX PPI | 697 NFkB inh | tim23-1 inh | UPR XBP1 act | TIM10 inh | tim10-1 inh
COc1ccccc1OC(=O)Cc1cccc2ccccc12 | -16 | -0.3 | -17 | -31 | 18 | -2 | 14 | -2
CCCn1nc(C(=O)Nc2ccc(-n3cnnn3)cc2)c2ccccc2c1=O | 4 | 0.4 | 29 | 5 | -11 | 4 | -6 | -8
Cc1ccc2c(c1)sc[n+]2Cc1ccccc1 | -141 | 3.6 | -97 | -116 | 32 | 3 | 17 | 38
CCNC(=O)CN1C(=O)NC2(CCOc3ccccc32)C1=O (centres undefined) | 10 | -0.6 | 5 | 17 | -5 | 2 | 10 | 10
COc1cc(OC)c(N(C)S(=O)(=O)c2cccc(C(=O)OCc3c(C)noc3C)c2)cc1Cl | 2 | 2.3 | -16 | -8 | 4 | 1 | 19 | 22
Cc1ccccc1C(=O)Nc1cccc(C(=O)N/N=C/c2ccccn2)c1 | -15 | 0.0 | -1 | 1 | 14 | -1 | 9 | 20
COC(=O)/C=C1\SC(=Nc2ccc(Cl)c(Cl)c2)NC1=O | 12 | -0.3 | -6 | -5 | 14 | 8 | 11 | -4
Cc1ccc(-c2cc(C(=O)NCc3ccc4c(c3)OCO4)no2)cc1 | 5 | -2.2 | -19 | -4 | 12 | 1 | 0 | -7
COCCN(C(=O)Cc1cccs1)C(C(=O)NCc1ccc(OC)cc1)c1ccc(C(C)C)cc1 (centres undefined) | 1 | 0.1 | 14 | 4 | 34 | -2 | 23 | 21
CCn1c(SCC(=O)N2CCCC2)nc2c1c(=O)n(C)c(=O)n2C | -5 | -0.5 | 3 | 12 | 10 | -2 | 2 | -5
COc1ccc(-c2nc(CS(=O)(=O)CC(=O)NCc3ccccc3OC)c(C)o2)cc1 | -10 | -0.1 | 3 | -40 | 15 | -2 | 11 | 13
COC(=O)[C@@]1(Cc2ccccc2)[C@H]2C(=O)N(C)C(=O)[C@H]2[C@H]2CN=C(SCC3CC3)N21 | . | 2.9 | 7 | -14 | 32 | -1 | 11 | 10
C=CCC1NS(=O)(=O)OC(CCc2ccccc2)C1O (centres undefined) | -7 | -1.2 | -5 | -22 | 0 | -1 | 6 | 1
COc1ccccc1N(CC(=O)NC1CCCC1)C(=O)c1oc(C(C)(C)C)cc1C | 14 | 0.7 | 26 | 3 | 41 | 2 | 39 | 28
O=C(C1CC1(c1ccccc1)c1ccccc1)N1CCOCC1 (centres undefined) | -7 | 0.1 | -5 | 10 | 9 | 0 | -6 | 21
CCOC(=O)c1c(SCc2ccccc2)n[nH]c1N | 11 | 0.7 | -3 | -20 | 27 | -2 | 0 | 8
O=C1CN(C(=O)COC(=O)C2=COCCO2)c2ccccc2N1 | 2 | 0.2 | -14 | 2 | 3 | 0 | -3 | 4
O=C1[C@H]2[C@@H](c3ccc(F)cc3)N3C(=O)N(c4ccc(Br)cc4)C(=O)[C@@]3(Cc3ccccc3)[C@H]2C(=O)N1C1CCCCC1 | 3 | 1.9 | 84* | -19 | 30 | 0 | 1 | 16
CSc1nc2ccc(S(=O)(=O)N(C)C)cc2s1 | 3 | -0.4 | 23 | 3 | 1 | 6 | -4 | 12
COc1ccc(NC(=O)Cn2cc(C(=O)C3CC3)c3ccccc32)cc1 | 10 | 2.3 | 1 | 12 | -5 | 0 | 5 | -13
NC(=O)C(c1ccc(F)cc1)c1ccc(C(=O)c2ccccc2)cc1 (centres undefined) | 3 | -1.3 | 3 | -20 | 16 | 0 | -12 | 7
N#Cc1cccc(NC(=O)Cn2cnc(S(=O)(=O)N3CCCCC3)c2)c1 | 3 | 1.4 | 22 | -7 | 7 | -6 | -10 | 10
Cc1ccc(C)c(CN2CCN(c3ncccn3)CC2)c1 | 4 | 1.3 | -12 | -2 | -4 | -3 | -9 | -13
Cn1cc(Br)c(C(=O)NN2C(=O)C3C4C=CC(C5CC45)C3C2=O)n1 (centres undefined) | 5 | -1.2 | -9 | 12 | 9 | -2 | 8 | 2
Cc1cc(OCC(=O)Nn2cnnc2)ccc1Br | 0 | -0.8 | 17 | 16 | -4 | 4 | -16 | 12
O=C(NCCCN=C1NS(=O)(=O)c2ccccc21)c1ccc(F)cc1 | 14 | -1.4 | 12 | -2 | 13 | -1 | 1 | 6
CCN(CC)S(=O)(=O)c1ccc2c(c1)nc(CCC(=O)Nc1ccccc1Cc1ccccc1)n2CC | 3 | -0.2 | 18 | -18 | 16 | 3 | -1 | 1
CCC1=NN(C(=O)CCc2ccc3c(c2)OCO3)C(O)(C(F)(F)F)C1 (centres undefined) | -2 | 0.7 | 17 | 4 | 1 | 0 | 0 | 24
CC1(C)CC2(CCO1)OC(=O)CC2C(=O)Nc1ccc(Br)cc1 (centres undefined) | -2 | 1.1 | -4 | 21 | -6 | 0 | -5 | 9
O=C(Nc1cccc(Cl)c1)c1ccc(OC(=S)N2CCOCC2)cc1 | -82 | 6.1 | -69 | -84 | -15 | 6 | -28 | -43
Continuation:
SMILES | Jurkat NFkB inh | CHOP UPR activ | Mdm2 MdmX PPI | 697 NFkB inh | tim23-1 inh | UPR XBP1 act | TIM10 inh | tim10-1 inh
Cc1ncc(CN2CCCC(C(=O)Nc3ccc(-c4ccco4)cc3)C2)n1C (centres undefined) | -11 | 0.5 | 28 | -20 | -98 | 1 | -163 | -19
Cc1cc(C)c2[nH]c(=O)c(C(c3nnnn3Cc3ccc4c(c3)OCO4)N3CCCC3)cc2c1 (centres undefined) | -32 | -2.8 | -2 | -2 | 20 | -2 | 3 | 22
CCCCNCCOc1ccccc1-c1ccccc1 | -2 | 0.2 | 5 | 1 | 12 | 0 | 7 | -5
Cc1ccc(C(=O)Nc2c3c(nn2C(C)(C)C)CS(=O)(=O)C3)cc1[N+](=O)[O-] | 5 | 4.0 | -6 | -22 | 8 | -6 | 6 | -7
O=C(CCS(=O)(=O)c1ccccc1)N1CCN(c2cccc(C(F)(F)F)c2)CC1 | 0 | 1.6 | 8 | -10 | 20 | -2 | 11 | 32
NS(=O)(=O)c1ccc(C(=O)O)cc1 | 5 | 0.2 | -7 | -5 | -7 | -10 | -6 | -6
CN1CCN(C(=O)c2ccc(N(Cc3ccc(Cl)cc3)S(C)(=O)=O)cc2)CC1 | -15 | 1.4 | -24 | -20 | -2 | 1 | -14 | -6
CC(C)Cn1c(NCCO)nc2ccccc21 | 7 | -2.4 | -8 | 4 | 1 | 0 | -9 | 8
CC(C)(C)c1ccc(-c2noc(CCC(=O)N3CCOCC3)n2)cc1 | -63 | 0.9 | -18 | 52* | 18 | -2 | 13 | 15
CCCc1cc(C(=O)Nc2ccc(C(=O)c3ccc(F)cc3)cc2)n(C)n1 | 11 | -0.6 | 21 | -24 | 38 | -4 | 16 | 32
COc1ccc(-n2cc3c(-c4cccc(Br)c4)nnc(C)c3n2)cc1 | -1 | 1.1 | 32 | 29 | 48 | 7 | 26 | 46*
CC1CCCN(C(=O)CSc2nnc(-c3ccc(S(=O)(=O)N4CCOCC4)cc3)n2C)C1 (centres undefined) | -2 | 0.7 | 8 | -6 | 8 | -2 | 11 | 10
O=C(CCC(=O)Nc1ccccc1Cl)N/N=C/c1c[nH]c2ccccc12 | 1 | 1.9 | -2 | 3 | 2 | 0 | 8 | -4
COCCn1cnc2c1c(=O)n(CC(=O)c1ccc3c(c1)OCCO3)c(=O)n2Cc1ccccc1 | 3 | -0.9 | -17 | -8 | 10 | 0 | 0 | -6
O=C1CC(c2ccccc2)CC(=O)N1c1ccccc1 | 17 | -0.6 | -9 | 1 | 6 | -2 | 13 | -7
